# Bioassay records deposited in PubChem BioAssay by National Center for Advancing Translational Sciences (NCATS).
# KCNH2 WT inh – KCNH2 (human, wildtype) channel inhibition. Q12809. U2OS, BacMam KCNH2, thallium flux FluxOr; hits give low values. activity change, % at 1.84 µM. hit rate 0.37% among 340,000;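 active = maximum activity change below -70%; inconclusive = maximum activity change between -70% and -50%; inactive = maximum activity change above -50%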; note: % is set by controls: 0 for no effect and ±100 for the full control effect
#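 U2OS cells transduced with wild-type KCNH2 virus are loaded with FluxOr dye for 45 min, and thallium flux is measured in kinetic reads before and after stimulation buffer. Rate constants are normalized to DMSO controls.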
# CXXC DNA block – blocks binding of human MLL CXXC domain to DNA; MLL-CXXC / FITC-HOXA9 DNA fluorescence polarization; Potency, µM (top dose mostly 115 µM), inactives show top-dose activity change, negative = inhibition, actives largely listed as inhibitors; hit rate 0.037% among 290,000; active = well fitted inhibition curve with a large enough effect in the polarisation, with a control signal flat, not every such curve was filed as active; inconclusive = small, poorly fitted or top-dose-only effect, or effect the other way, or a change in a side signal; inactive = no such curve, though single readings can be large or run the other way; the % refers to the polarisation; note: potency is the fitted concentration of half-maximal effect
#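 Fluorescence polarization: 7 uM MLL-CXXC (stock) preincubated 5 min with compounds, then 50 nM fluorescein-HOX-A9 DNA (stock) added; 30 min ambient. Buffer 50 mM Tris-HCl pH 7.5, 50 mM NaCl, 1 mM DTT, 0.05% BSA.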
# Tb PFK inh – inhibitors of T. brucei phosphofructokinase; hit rate 0.17% among 330,000; T. brucei PFK, ADP-Glo luminescence; AID 485367; Potency, µM (series often up to 57.5 µM), without a hit: top-dose activity, negative = inhibition, most hits filed as inhibitors;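 note: potency is the fitted concentration of half-maximal effect; 0% = uninhibited 1x PFK enzyme wells and -100% = no-enzyme wells; nearly all actives have a fitted effect of over 60% in size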
#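 PFK 1.25 nM, F6P 0.5 mM, ATP 0.1 mM, 0.1 M TEA pH 8.0, 5 mM MgCl2, 0.01% Tween20, 0.1% BSA; 45 min RT. ADP-Glo readout. qHTS titration up to 57 uM; curves fitted, compounds curve-classed.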
# TCR act – activates T cell receptor signaling; Potency, µM (top dose mostly 9.22 µM), without a hit: at the top dose activation of IL-2 secretion, usual class: activators; 330,000 tested, under 10 active; primary human leukocytes, anti-CD3, IL-2 HTRF, 48 h; note: % of control where 0% means no effect
#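 Human primary leukocytes + a-CD3 beads + cpd, 48 hr; IL-2 in supernatant by HTRF (ex 320nm / em 665nm). No co-stimulatory signal supplied.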
# Giardia kill – Giardia lamblia killing; Giardia lamblia trophozoite viability; activity change, % at 7.66 µM, hits read low; hit rate 0.15% among 340,000; in the data active = activity change below about -80%; inconclusive = between about -30% and that limit;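 note: parasites exposed to compound for two days anaerobically before the ATP read; % is set by controls: 0 for no effect and ±100 for the full control effect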
#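 Anaerobic 48 hrs incubation at 37 deg C of 100 trophozoites/well with test compounds; ATPLite 1-Step luminescence, 15-30 min RT, reports cellular ATP as viability.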
# GALK inhibitor – inhibitors of human galactokinase; Potency, µM (highest dose often 57.5 µM), without a hit: at the top dose activity change, negative = inhibition, hits mostly inhibitors; hit rate 0.007% among 270,000; P51570; Purified GALK, Kinase-Glo residual ATP luminescence; AID 1868; note: potency is the fitted concentration of half-maximal effect; % is set by controls: 0 for no effect and ±100 for the full control effect
#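 The enzyme phosphorylates galactose (100 uM) using ATP (35 uM); inhibition is detected as higher residual ATP, quantified by bioluminescence after 1 h reaction at room temperature, pH 8.0.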
# Chronic BCR inh – inhibitors of chronic active B-cell receptor signaling; ABC-DLBCL IkBa-CBG/CBR reporter, luminescence ratio, 4 h; Potency, µM (titrated, usually from 46.1 µM), inactives show top-dose ratio change, negative = lower green/red ratio, actives largely listed as inhibitors; hit rate 0.05% among 340,000; active = well fitted inhibition curve with a large enough effect in the signal ratio, with a control signal flat, not every such curve was filed as active; inconclusive = small, poorly fitted or top-dose-only effect, or effect the other way, or a change in a side signal; the % refers to the signal ratio;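 note: potency is the fitted concentration of half-maximal effect; plate controls were basal doxycycline-induced cells for no effect and cells given 10 µM MG132 for full effect; MG132 reads +100%, hits lower the ratio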
#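 Doxycycline induced both beetle luciferases in TMD8 lymphoma cells; IKK-driven degradation limits the IkappaBalpha-fused green signal, while red luminescence normalises for cell number and nonspecific effects. Compounds tested up to 46 uM, 4 hrs.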
# TSHR antag – blocks TSH signaling through the human TSH receptor | P16473 | TSHR-expressing cells, TSH-stimulated cAMP HTRF, 2 h; hits give low values | activity change, negative = inhibition, % at 11.5 µM | hit rate 0.2% among 330,000 | AID 504810;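 active = activity change below a set negative limit, meaning inhibition stronger than a set level, cut at about -70% in these data; inconclusive = activity change between two set negative limits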; note: % is set by controls: 0 for no effect and ±100 for the full control effect
# Target sequence (P16473 whole entry, looked up): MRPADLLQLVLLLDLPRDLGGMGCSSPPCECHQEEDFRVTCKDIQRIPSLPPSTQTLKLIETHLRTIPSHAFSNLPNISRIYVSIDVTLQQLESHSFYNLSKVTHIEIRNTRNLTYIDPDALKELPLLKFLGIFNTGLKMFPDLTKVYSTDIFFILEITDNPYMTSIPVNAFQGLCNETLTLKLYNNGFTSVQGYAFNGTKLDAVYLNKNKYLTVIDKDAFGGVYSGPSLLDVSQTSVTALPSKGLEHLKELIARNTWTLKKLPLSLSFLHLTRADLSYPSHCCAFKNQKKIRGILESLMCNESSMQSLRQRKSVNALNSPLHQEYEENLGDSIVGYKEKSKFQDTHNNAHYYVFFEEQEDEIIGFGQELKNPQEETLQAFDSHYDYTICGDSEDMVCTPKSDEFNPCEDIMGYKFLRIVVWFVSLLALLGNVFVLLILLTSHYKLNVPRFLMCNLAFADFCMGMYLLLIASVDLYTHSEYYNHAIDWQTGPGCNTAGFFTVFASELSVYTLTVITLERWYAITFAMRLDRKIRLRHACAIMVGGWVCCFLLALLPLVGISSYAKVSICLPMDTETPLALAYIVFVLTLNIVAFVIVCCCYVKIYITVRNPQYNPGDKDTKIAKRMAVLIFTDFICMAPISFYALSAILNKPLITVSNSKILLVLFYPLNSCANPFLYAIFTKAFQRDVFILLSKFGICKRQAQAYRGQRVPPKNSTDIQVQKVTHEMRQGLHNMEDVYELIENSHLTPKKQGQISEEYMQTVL
#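 Antagonism was scored as loss of TSH-driven cAMP in TSHR cells, stimulated with 4nM TSH (EC80) for 2 hours at 37 deg C and detected by homogeneous HTRF competition immunoassay.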
# A-T KAP1 phos – potential ataxia-telangiectasia treatment; […] A-T fibroblasts, KAP-1 phosphorylation AlphaLISA; neocarzinostatin DNA damage 30 min before lysis; Potency, µM (titrated, usually from 57.5 µM), for the others: top-dose activation, most hits filed as activators; hit rate 0.19% among 320,000; AID 485349; note: potency is the fitted concentration of half-maximal effect; % of control where 0% means no effect; nearly all actives have a fitted effect of over 45% in size
#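 hTERT-immortalized A-T patient fibroblasts ([…]), 500 cells/well in OPTI-MEM, 1% FBS, got compounds for 60 min, then NCS for 30 min at 37C. Lysates were then assayed for phospho-KAP-1 by AlphaLISA (anti-pKAP1 donor, anti-KAP1 acceptor beads), 6 hr at 25C.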
# Coupling enz – counter-screen for Giardia aldolase inhibitors: coupling enzyme system; coupling enzyme system counterscreen, AmpLite Red fluorescence; activity change, negative = inhibition, % at 58.2 µM, hits read low; hit rate 0.67% among 290,000; AID 2472; in the data active = activity change below about -30%; note: % is set by controls: 0 for no effect and ±100 for the full control effect
#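 Fluorescence at 525 nm excitation and 598 nm emission measured inhibition of the coupled detection system without aldolase. Compounds (at 57.5 uM final) were preincubated 10 min at room temperature with coupling enzyme reagent before a 20 min substrate/AmpLite Red step.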
# Numbers without * were called inactive; ? = inconclusive; . = not tested or not shown; [ ] = dose if it differs, or a comment. Unless noted, calls come from the whole dose curve; as a rule, active = well fitted curve in the direction sought with a large enough effect; inconclusive = small, poorly fitted or top-dose-only effect, or another doubt; inactive = no such curve, though single readings can be large; an effect the other way counts as inactive or inconclusive.
SMILES,KCNH2 WT inh,CXXC DNA block,Tb PFK inh,TCR act,Giardia kill,GALK inhibitor,Chronic BCR inh,TSHR antag,A-T KAP1 phos,Coupling enz
COc1ccc(NC(=O)CSc2nc3ccccc3c(=O)n2CCCN2CCOCC2)c(OC)c1,3,-7%,-1%,0%,5,-2%,-7%,13,0%,3
O=C(Nc1nnc(SCC(=O)N2CCCCC2)s1)c1cccs1,1,-4%,-4%,-2%,-1,-1%,5%,-2,-1%,5
CCOc1ccccc1/C=N/N1CCN(Cc2ccccc2)CC1,-19,-1%,1%,-3%,-7,4%,3%,6,2%,-1
C=CCn1nc2ccccc2c1OC,-6,.,0%,-41%,-6,.,-1%,1,11%,.
CCS(=O)(=O)N1CCc2cc(OC)c(OC)cc2C1,2,8%,-2%,7%[46.1 µM],-12,-1%,2%,-8,-3%,1
Cc1ccc(OCCn2c(=O)cnc3ccccc32)cc1,-25,-4%,-5%,-4%[46.1 µM],-3,0%,?,-1,3%,0
CC(OC(=O)CN1C(=O)COc2ccccc21)C(=O)NCc1ccc(F)cc1 (stereo not given),3,-6%,0%,-2%,-4,1%,-1%,.,22%,0
COC(=O)N/N=C(\C)c1cccc(C(F)(F)F)c1,-15,7%,0%,4%,-16,9%,0%,2,-1%,1
Cc1cc(C)c(NC(=S)NC(=O)c2c(Cl)c(C)nn2C)c([N+](=O)[O-])c1,12,1%,0%,2%[46.1 µM],-7,0%,2%,2,-12%,-1
O=C1N(Cc2cccnc2)C[C@@H]2C[C@@H](c3cccc(OCc4ccccc4)c3)N3CCC[C@@]123,23,0%,-4%,4%,-12,2%,8%,12,5%,2
Cc1ccc(C(=O)O)cc1S(=O)(=O)N1CCCC1,-14,-7%,-2%,.,3,0%,5%,-6,.,7
COc1ccc(NC(=O)c2ccc(-n3cncn3)c([N+](=O)[O-])c2)cc1OC,2,.,15%,3%,-9,.,-3%,.,0%,.
O=C(O)CN1C(=O)C(=O)N(Cc2c(F)cccc2Cl)C1=O,-3,0%,7%,0%,18,-4%,-1%,21,0%,3
COc1ccc(C2=NO[C@@H]3C(=O)N(Cc4ccccc4)C(=O)[C@H]23)c(OC)c1,9,1%,2%,2%,-2,1%,-3%,6,?,1
CN1CCN(C(=O)CN(C)S(=O)(=O)c2ccc(F)cc2)CC1,40,3%,-11%,-2%,6,4%,-1%,5,10%,3
COc1ccc(-c2c(C)n([O-])c3c([n+]2=O)CCCC3)c(OC)c1,-13,0%,-3%,9%,-1,1%,10%,2,-1%,3
CCCCNCCCOc1cccc(Cl)c1,12,3%,-3%,0%,1,1%,11%,12,11%,2
CC(C)Oc1ccc(/C(O)=C2/C(=O)C(=O)N(CCN3CCNCC3)C2c2cccc([N+](=O)[O-])c2)cc1 (stereo not given),-4,-9%,-12%,.,-2,-9%,4%,45,0%,4
CCN(CC)CC(O)Cn1c(-c2ccccc2Cl)nc2ccccc21 (stereo not given),9,-12%,-2%,3%,1,-2%,9%,-2,16µM*,1
Nc1nnc2c(n1)CCCC2,-8,1%,-14%,2%,-3,-3%,-6%,-3,-8%,-30*
Cc1ccc(C2NC(=NCc3ccccc3)Nc3nc(C)cc(=O)n32)cc1 (stereo not given),-6,-11%,-4%,2%,-7,-1%,?,23,-12%,1
COc1cccc(Oc2cn[nH]c2-c2ccc(OCC(=O)NN)cc2O)c1,-7,0%,2%,0%,20,8%,-2%,-9,-2%,-16
Clc1cccc(-c2nc(-c3ccccn3)no2)c1,-6,2%,-8%,5%,?,1%,?,-4,-2%,6
Cc1nc(SCCC(=O)O)c2ccccc2n1,-8,9%,-6%,-38%,-27,4%,?,19,1%,8
CC1CCCCN1c1ncnc2ccccc12 (stereo not given),-16,7%,-1%,.,30[activator],0%,?,-28,4%,3
CCOc1ccc2[nH]c(=O)c(CN(CCc3ccccc3)C(=O)c3cnccn3)cc2c1,-7,4%,-1%,4%,5,12%,-1%,4,4%,-1
COc1ccc(NC(=O)C(=O)NCC(c2ccco2)N2CCc3ccccc3C2)cc1 (stereo not given),8,.,-8%,-5%,-10,.,-8%,-4,-5%,.
Cn1nnnc1SCC(=O)NCc1ccc2c(c1)OCO2,-4,-1%,-6%,3%,4,3%,6%,3,-1%,-2
COc1ccc(N2CCN(C(=O)COc3ncnc4ccccc34)CC2)cc1,-4,-1%,-2%,5%,4,-1%,-1%,2,0%,-3
Nc1nn2c(C(F)(F)F)cc(=O)[nH]c2c1N=Nc1cccc(F)c1,-5,?,-7%,3%,-18,6%,?,3,-5%,1
Cn1c(CNc2ccc(O)cc2)nc2ccccc21,21,33%[activator],-1%,8%,-7,0%,0%,3,-25%,0
O=C(CCSc1ccccc1)N1CCN(c2ccccc2)CC1,6,3%,0%,-4%,3,2%,?,-13,2%,2
COc1cccc(OC)c1C(=O)NC(=S)NCc1cccnc1,11,25%,-8%,-6%,-11,6%,0%,-6,3%,.
O=C(Nc1nnc(SCCN2CCOCC2)s1)C1CC(=O)N(c2ccc(F)cc2)C1 (stereo not given),2,7%,5%,-1%,-14,-4%,3%,1,-6%,.
COCCN(C(=O)Cc1coc2cc(C)c(C)cc12)c1c(N)n(Cc2ccccc2)c(=O)[nH]c1=O,-9,.,0%,-2%,-10,.,-6%,-2,3%,.
O=C(O)CC(C(=O)OCCOc1ccccc1)N1CCOCC1 (stereo not given),-1,-4%,2%,2%,-2,2%,3%,4,2%,6
CCCCc1ccc(NC(=S)NCc2cccs2)cc1,-6,3%,-2%,-3%,8,.,18%,-23,4%,-2
O=C(O)c1cccc(S(=O)(=O)Nc2ccc3[nH]c(=O)[nH]c3c2)c1,0,9%,-6%,2%,-1,5%,8%,-3,-11%,-25
CN(C(=O)c1ccc(S(=O)(=O)NC2CCCC2)cc1)C1CCCCC1,0,-5%,-7%,0%,7,1%,3%,-10,-5%,0
O=c1c(CN2CCN(c3cccc(Cl)c3)CC2)coc2c(Cl)cc(Cl)cc12,-1,3%,-25%,-1%,-14,3%,-7%,12,6%,3
O=C(CCCCC(=O)N1CCN(c2ccccc2)CC1)N1CCN(c2ccccc2)CC1,.,-2%,-5%,.,.,5%,-1%,-1,3%,3
CC(C)NC(=O)c1cc(-c2ccc3c(c2)OCO3)on1,-13,6%,-6%,-4%,-4,4%,?,18,0%,1
CC(C)(C)c1ccc(C(=O)Nc2cccc3c(=O)[nH][nH]c(=O)c23)cc1,18,?,-27%,10%[46.1 µM],-9,1%,-5%,-5,7%,2
O=C(COC(=O)CSc1nnc(-c2ccc(Cl)cc2)o1)Nc1cc(Cl)ccc1Cl,-44,-17%,-5%,2%,-3,-1%,5%,3,-1%,8
